# Screening data deposited in PubChem by University of Kansas High Throughput Screening Laboratory.
# Pf apPOL block: Pf-apPOL DNA polymerase inhibition | inhibition, % at 10 µM | 210,000 compounds, 0.25% hits | Recombinant Pf-apPOL, molecular beacon fluorescence, 1.5 h | AID 1794808
# mHTT CaM bind: mHTT-calmodulin interaction abrogation | inhibition, % at 15 µM | AlphaScreen His-mHTT/GST-CaM binding, luminescence | P42858 | 190,000 compounds, 3.6% hits;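 also: 0% = both proteins with DMSO and 100% = one protein alone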
# Numbers without * were called inactive; i = inactive; · = no result given; & = joins results of further samples. Rule as the data show it: active = inhibition above about 50%; inactive = the rest. Rows were taken by chance. Share with any hit: about 3.7%.
mol	Pf apPOL block	mHTT CaM bind
Cc1ccccc1CN1CCN(Cc2cccnc2)CC1	4.8	2.0
CCN(CC)S(=O)(=O)c1cc(-c2nn(C)c(=O)c3ccccc23)ccc1C	-1.4	0.0
Nc1nc2c(nc(N3CCOCC3)n2C2OC(CO)C(O)C2O)c(=O)[nH]1 (configuration not stated)	·	-4.5
CS(=O)(=O)N1CCN(c2ccc([N+](=O)[O-])c(N3CCCCC3)c2)CC1	-4.6	3.1
CSC1=NCCN1S(=O)(=O)c1cc(Cl)c(Cl)cc1Cl	-9.7&-7.2	·
Cc1cccc(C)c1OCC(=O)Nc1ccc([N+](=O)[O-])cc1	-7.8	-1.7
Cc1cc(=O)n(CC(=O)Nc2cccc(F)c2)c(N2CCCC2)n1	-0.4	11.0
CC(=O)c1ccc(N=Cc2cccc([N+](=O)[O-])c2)cc1	-3.5	4.0
Cc1cc(C(=O)Nc2cc(C(=O)O)cc(C(=O)O)c2)ccc1[N+](=O)[O-]	-29.1	2.9
Cn1nc(-c2nc(Cc3ccccc3)no2)c2c1CCN(C(=O)c1ccncc1)C2	-2.6	-6.8
CSc1ccc(/C=C2\N=C(c3ccccc3Br)OC2=O)cc1	22.2	-1.0
O=C(CN(C1CCCCC1)S(=O)(=O)c1ccc(F)cc1)NCc1ccncc1	-2.3	3.7
O=C(C1CCCN(S(=O)(=O)Cc2ccccc2)C1)N1CCC(Cc2ccccc2)CC1 (configuration not stated)	-1.9	4.8
COc1cc(OC)c(N2C(=O)CCC2(C)C(=O)NCCCOC(C)C)cc1Cl (configuration not stated)	2.1	-1.4
Cc1ccccc1-n1nc2c(c1NC(=O)c1ccco1)CS(=O)(=O)C2	-3.7	1.0
O=C1OC(c2ccccc2Br)=N/C1=C\c1ccccc1	-3.8	14.0
N#Cc1ccc(C(=O)NC2CCN(C(=O)C3CC3)C2)cc1 (configuration not stated)	-1.3	3.7
Cc1ccc(-n2nc3c(c2NC(=O)c2cccc(Br)c2)CSC3)cc1	17.3	-3.0
COc1ccccc1CNC(=O)c1cn2c(n1)COCC2	-0.8	-12.0
O=C(CC1CCCC1)N1CCCC(c2nc(-c3ccncc3)n[nH]2)C1 (configuration not stated)	-1.9	-8.4
COc1cccc(C(=O)Nc2nc(SCc3ccc(Cl)cc3)n[nH]2)c1	-0.6	·
O=C1CC(C(=O)NC2CCCCC2)C2(CCCCC2)O1 (configuration not stated)	-4.2	-5.0
CC(CO)Nc1c2ccccc2nc2ccccc12 (configuration not stated)	-1.3	0.0
O=C1CC(c2ccc(Cl)cc2Cl)c2cc3c(cc2N1)CCC3 (configuration not stated)	-11.3	5.0
Cc1ccsc1C=Nc1cccc2c(=O)[nH][nH]c(=O)c12	-2.0	0.0

mol	Pf apPOL block	mHTT CaM bind
COc1ccc(OC)c(NC(=O)c2ccc(C)c(Br)c2)c1	-2.0	-7.1
CC(=O)c1ccc(NC(=O)c2oc(=O)c3ccccc3c2-c2ccc(C)cc2)cc1	-2.3	-7.0
O=C(Nc1nccs1)c1ccc(NC(=O)C2CCCCC2)cc1	-6.7	8.5
COCCC1CCN(C(=O)c2ccccc2C(F)(F)F)CC1	0.0	4.7
CN(C)C(=O)c1cc2c(s1)CCC(C(=O)NCc1ccc(C(F)(F)F)cc1)C2 (configuration not stated)	-4.1	8.7
N#CC(C#N)=C(C#N)c1ccco1	42.6	·
CC(=O)c1ccc(N2CCN(C(=O)c3c(F)c(F)cc(C)c3Cl)CC2)c(F)c1	2.4	0.6
Cc1cc(O)c(Br)c(C)c1NS(=O)(=O)c1ccccc1	1.0	0.0
Cc1c(NC(=O)c2cccnc2)cccc1-c1nc2ncccc2o1	-4.6	-1.0
O=C(Nc1ccc2c(c1)C1C=CCC1C(C(=O)O)N2)c1ccc(Cl)cc1Cl (configuration not stated)	1.5	94.5*
CCc1sc(C2C(C#N)=C(N)SC(N)=C2C#N)cc1Br	·	41.3
O=C(NCCS(=O)(=O)N1CCN(Cc2ccccc2)CC1)c1c(F)cccc1Cl	-4.5	-5.5
CCOc1ccc(C(=O)Nc2c3c(nn2-c2ccc(OC)cc2)CSC3)cc1	-7.1	-6.0
N#Cc1c[nH]c2ccc(F)cc12	·	1.8
Cc1nc2ccccc2n1C(=O)c1ccc([N+](=O)[O-])cc1	-8.3	-6.5
O=C(NCCNC(=O)c1c(Cl)cccc1Cl)c1c(Cl)cccc1Cl	-4.6	17.8
Cc1cccc(NC(=O)CC(C)c2ccccc2)n1 (configuration not stated)	0.3	-5.8
O=C(NC=Cc1cccs1)NCc1ccc(C(F)(F)F)cc1	-14.4	·
CCc1ccc(-c2cc(C(=O)N3CCN(c4ncccn4)CC3)c3ccccc3n2)cc1	-0.8	-0.4
Cc1cccc(N2C(=O)C(N3C(=O)c4ccc([N+](=O)[O-])cc4C3=O)C2c2ccc(F)cc2)c1 (configuration not stated)	4.7	33.0
CCn1c(CC2CCN(C(=O)c3ccccc3Cl)C2)nc2cccnc21 (configuration not stated)	-2.2	5.0
CCOc1ccc(N2C(=O)C3Sc4[nH]c(=O)sc4C(c4ccccc4)C3C2=O)cc1 (configuration not stated)	-3.4	25.0
CCc1ccc(NC(=O)CSc2ccccc2)cc1	-8.9	-13.1
Cc1cc(C(=O)N(CC2CCCO2)c2nc3c(C(C)C)cccc3s2)no1 (configuration not stated)	-0.9	-23.1
COc1ccc(-c2cc(C(F)(F)F)nc(N3CCCCC3)n2)cc1	-4.0	-55.0

mol	Pf apPOL block	mHTT CaM bind
CCc1ccccc1NC(=O)CCC(=O)N1CCCn2nc(C)cc21	-3.7	1.2
CCOC(=O)Cn1c(C(C)NC(=O)c2ccco2)nc2ccccc21 (configuration not stated)	-8.9	-15.8
O=C(Cc1ccccc1F)N1CCCC1c1ccc(Cl)cc1 (configuration not stated)	-5.0	21.9
Cn1cc2c3c(cccc31)CN(C(=O)c1ccco1)CC2	-5.3	25.9
COC(=O)Nc1ccc(S(=O)(=O)Nc2cnc3ccccc3n2)cc1	-0.8	-1.3
Nc1nc(NC(=O)c2ccc([N+](=O)[O-])cc2)nn1-c1ccccc1	-7.2	-4.2
Oc1ccc2cc(SSc3ccc4cc(O)ccc4c3)ccc2c1	·	39.8
O=C(CSc1nnnn1-c1cccc(Cl)c1)Nc1ccc2c(c1)OCO2	-0.9	-2.3
Cc1ccc(OCC(=O)O/N=C(\N)c2ccncc2)c(C)c1	-1.4	i
N#C/C(=C\c1ccc([N+](=O)[O-])cc1)c1nc(-c2ccc(Cl)c(Cl)c2)cs1	10.7	9.9
Cc1ccc(OCCSCc2nnc(NC(=O)Nc3ccccc3F)s2)cc1	-7.5	-2.8
OCCN(CCO)c1nc2ccccc2[nH]1	-4.0	-2.1
O=C(CN1CCN(c2ccc3c(c2)OCCO3)C1=O)N1CCN(c2ccccc2F)CC1	-5.1	-4.2
O=C(CCc1cc(Cl)no1)N1CCc2nc3cc(-c4ccccc4)[nH]n3c(=O)c2C1	-3.4	38.6
CCC(C(=O)Nc1c(C)nc2sccn2c1=O)c1ccccc1 (configuration not stated)	0.8	-6.3
COCCCNC(NC(=O)c1ccc(Cl)cc1)C(Cl)(Cl)Cl (configuration not stated)	12.4	-8.0
COc1ccccc1NC(=O)Cc1ccc(F)cc1	-0.8	-11.6
O=C(CSc1nnc(Cc2ccccc2)o1)c1ccc(Br)cc1	0.3	-2.8
O=C(c1ccccc1)N1N=C(c2ccc([N+](=O)[O-])cc2)CC1c1ccccc1 (configuration not stated)	5.2	-7.0
O=C1S/C(=C\c2ccc(Br)cc2)C(=O)N1CN1CCCCC1	-2.1	-4.0
CC(C)N(Cc1ccccc1)c1ncnc(N)c1[N+](=O)[O-]	0.4	8.0
O=C(NCc1ccncc1)C(=O)NCC1CCCO1 (configuration not stated)	-1.8	-0.4
Cn1nc(C(F)(F)F)cc1OS(=O)(=O)c1cc(Cl)c(Cl)cc1Cl	-3.1	·
Cc1sc2c(c1C)c(=O)n(CCc1ccccc1)c(=O)n2Cc1cccnc1	-5.9	0.0
COc1ccc(C=C2Oc3cc(OS(=O)(=O)c4ccccc4)ccc3C2=O)c(OC)c1OC	-1.7	-10.9

# One compound at a time (already shown). Order of values: Pf apPOL block, mHTT CaM bind
# `OCCN(CCO)c1nc2ccccc2[nH]1` is entered as -4.0, -2.1
# `O=C(Cc1ccccc1F)N1CCCC1c1ccc(Cl)cc1` (configuration not stated) is entered as -5.0, 21.9
# `COCCCNC(NC(=O)c1ccc(Cl)cc1)C(Cl)(Cl)Cl` (configuration not stated) is entered as 12.4, -8.0
# `COC(=O)Nc1ccc(S(=O)(=O)Nc2cnc3ccccc3n2)cc1` is entered as -0.8, -1.3
# `O=C(CSc1nnc(Cc2ccccc2)o1)c1ccc(Br)cc1` is entered as 0.3, -2.8

# Continuation.
mol	Pf apPOL block	mHTT CaM bind
O=C(c1ccc(F)c(Cl)c1)N1CCCC2(C1)NC(=O)N(Cc1ccccc1)C2=O (configuration not stated)	3.0	1.4
O=C1CC(c2ccccc2)S(=O)(=O)c2ccccc21 (configuration not stated)	-5.7	·
CCn1c(SCC(=O)NCc2ccco2)nnc1-c1ccco1	-6.3	-8.8
N#Cc1ccc(S(=O)(=O)N2CCNC(=O)C2CC(=O)Nc2cc(Cl)ccc2Cl)cc1 (configuration not stated)	-5.6	·
CCN1c2ccccc2C(=O)NC12CCN(C(=O)c1cccc(C)c1)CC2	-2.3	2.9
CCC(=O)N1CCCC(COc2ccc(C(=O)N3CCC(C)CC3)cc2)C1 (configuration not stated)	2.8	-10.1
CCOC(=O)C(N)CCSC (configuration not stated)	-2.0	·
Cc1ncsc1CN1CCCC(c2nc(-c3ccc(F)cc3)n[nH]2)C1 (configuration not stated)	4.7	26.9
O=[N+]([O-])c1cccc(CN2CCC(O)CC2)c1	-14.1	-4.7
CCOc1ccc(/C=C2/SC(=Nc3ccccc3)NC2=O)c(OCC)c1	9.8	6.0
COc1ccc(NC2C[C@H]3CCCC(=O)N4CC[C@@H](C2)[C@@H]34)cc1 (some centres not stated)	-3.3	-8.0
COC(=O)COc1cc2c(-c3cc4cccc(OC)c4o3)cc(=O)oc2cc1C	-3.1	-7.0
Cc1ccc(C2SCC(=O)N2CC(=O)NC(C)C)cc1 (configuration not stated)	-1.2	2.0
Cc1ccc(NC(=O)COc2ccc(Cl)cc2)cc1[N+](=O)[O-]	-2.8	3.4
O=C(Nc1c2c(nn1-c1ccc(F)cc1)CS(=O)(=O)C2)C1CCCC1	-4.0	4.0
COc1cccc(C=Nc2ccc(-c3nc4ncccc4o3)cc2)c1O	1.0	5.0
Cc1ccc(Cn2cc(CCC(=O)NC3CC3)c3ccccc32)cc1	-13.1	10.0
COc1ccc(OC)c(/C=C/C(=O)c2cccs2)c1	5.8	-48.3
CCc1cccc(CC)c1NC(=O)c1ccc(OC)cc1	-3.6	-2.3
CC(C)NC(=O)N1Cc2c(sc3c2CCCC3)-n2cccc2C1C (configuration not stated)	-2.6	27.9
COc1ccccc1N(CC(=O)N1CCOCC1)S(C)(=O)=O	-8.9	-0.8
Cn1c(C2CCN(C(=O)Nc3ccccc3C(F)(F)F)C2)nc2ccncc21 (configuration not stated)	-4.4	2.0
CC(C)=CCC/C(C)=C/CN1CC23C=CC(O2)C(C(=O)O)C3C1=O (configuration not stated)	-6.8	11.2
O=C(O)CSCC(=O)Nc1ccc(-c2nc3ccccc3s2)cc1	-5.1	·
CCn1ccc(C(=O)Nc2ccccc2C#N)n1	2.7	-4.8

mol	Pf apPOL block	mHTT CaM bind
COc1ccc(C(F)(F)F)cc1NC(=O)CSc1ccc(-n2cccn2)nn1	-12.9	-8.0
CC1=C(C(=O)Nc2cc(C)ccn2)C(c2ccc(Cl)cc2Cl)C2=C(CCCC2=O)N1 (configuration not stated)	-2.5	8.0
CCOc1cc(N2CCOCC2)c(OCC)cc1NC(C)=O	-5.3	·
Cc1nc(-c2cc(C#N)c(NCc3ccccc3)nc2C)cs1	1.2	·
O=C(NCCc1csc(C2CCCN(C(=O)c3ccccc3)C2)n1)C1CCC1 (configuration not stated)	-1.8	2.7
COc1cccc(CCC(=O)N(C)CC23CCCC2N(C)C(=O)CC3)c1 (configuration not stated)	-3.0	-6.6
CC(C)CN1CN2Cc3ccccc3C2CS1(=O)=O (configuration not stated)	-5.9	-8.8
COc1cccc(NC(=O)c2cc(C)n3nc(C)cc3n2)c1	2.6	-9.0
COc1coc(C(=O)N2CCN(c3cccc(Cl)c3Cl)CC2)cc1=O	1.0	-10.1
O=c1[nH]c2ccccc2n1CCOc1ccccc1	3.2	4.8
O=C(COC(=O)c1ccc(O)cc1O)c1ccc2ccccc2c1	-10.5	6.4
O=C1NC(=Nc2ccc(O)cc2)S/C1=C/c1cccc(O)c1	-9.4	22.0
CCN(CCC(=O)N1CCCCC1)C(=O)c1ccoc1	-2.5	23.0
Cc1cccc(C2CCCN2C(=O)Cc2ccccc2F)c1 (configuration not stated)	-2.0	6.0
CC(=O)NS(=O)(=O)c1ccc(NC(=O)c2cc(-c3ccccc3C)nc3ccccc23)cc1	5.9	1.0
Cc1cccc(N(CC(=O)N2CCCCCC2)S(=O)(=O)c2ccccc2)c1C	-5.1	10.7

# Molecules from the list above that contain a COOH group (4):
mol	Pf apPOL block	mHTT CaM bind
Cc1cc(C(=O)Nc2cc(C(=O)O)cc(C(=O)O)c2)ccc1[N+](=O)[O-]	-29.1	2.9
O=C(Nc1ccc2c(c1)C1C=CCC1C(C(=O)O)N2)c1ccc(Cl)cc1Cl (configuration not stated)	1.5	94.5*
CC(C)=CCC/C(C)=C/CN1CC23C=CC(O2)C(C(=O)O)C3C1=O (configuration not stated)	-6.8	11.2
O=C(O)CSCC(=O)Nc1ccc(-c2nc3ccccc3s2)cc1	-5.1	·
